# PostGolgi yeast – phenotypic screen on post-Golgi transport, primary screen; post-Golgi transport phenotypic cell assay; inhibition, % at 10 µM; 98,000 tested, 0.9% active;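 further: yeast cells grown in 1536-well plates; yeast grown about 18 h at 30C before absorbance read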
# PostGolgi ctrl – growth inhibition of yeast control strain, primary screen, counter-screen for post-Golgi transport modulator project. AID 738, 2007. efflux-deficient yeast background strain, growth absorbance A615, 16 h. inhibition, % at 10 µM. 98,000 tested, 5% active
# The depositor's hits bear a star. No stated cut-off is given here; in the data, active means inhibition above about 30%; inactive means the rest. Some of the compounds tested (hit frequency here may not be typical).
SMILES,PostGolgi yeast,PostGolgi ctrl
O=c1[nH]c2ccc(S(=O)(=O)NCc3ccccn3)cc2s1,-12,4
COc1ccc(C2C(C(=O)NCC3CCCO3)CCC(=O)N2c2ccc3c(c2)OCO3)cc1 (centres undefined),-4,5
c1ccc(Cn2nnc3c(N4CCC5(CC4)OCCO5)ncnc32)cc1,3,11
O=CN1CCN(C(=O)CN2C(=O)c3ccccc3C2=O)CC1,1,0
C=CCn1c(SCC(=O)NCc2ccc3c(c2)OCO3)nnc1C1CCCCC1,-4,4
O=C(O)CCCC(=O)Nc1ccn(-c2ccccc2)n1,10,18
CC(=O)NC(CCS(C)(=O)=O)C(=O)Nc1ccc(Oc2ccccc2)cc1 (centres undefined),6,5
CCc1nnc(SCc2ccc(OC)c(Br)c2)n1N,-1,-1
CCOc1ccc(Nc2oc(-c3ccco3)nc2C#N)cc1,5,11
Cn1nc(C(C)(C)C)cc1C(=O)NCc1ccc(N2CCCC2=O)cc1,1,6
O=C(COC(=O)c1ccc(S(=O)(=O)NCc2ccco2)cc1)Nc1ccccc1OC(F)F,2,-9
Cc1ccc2cc3cc(C(=O)N4CCN(C(=O)c5ccco5)CC4)sc3nc2c1,0,8
CCSc1oc(-c2cccs2)nc1S(=O)(=O)c1ccccc1,-4,29
CCOc1ccc2[nH]c(=O)c(CN(CCO)C(c3nnnn3C3CCCCC3)C(C)C)cc2c1 (centres undefined),2,7
C=CCN1CCN(C(CC(C)C)c2nnnn2CCOC)CC1 (centres undefined),3,6
CCOc1ccccc1N(CC(=O)Nc1ccc(C)cc1)S(C)(=O)=O,-10,21
CN(C)c1ccc(C(c2nnnn2C(C)(C)C)N2CCc3ccccc3C2)cc1 (centres undefined),9,14
CCS(=O)(=O)N1CCN(c2nc(-c3ccccc3)cs2)CC1,2,11
O=c1nc2n(c3c1oc1ccccc13)Cc1ccccc1-2,-2,9
CCOC(=O)CSc1nc(N)nc(C)c1Br,10,4
COC(=O)c1ccc2c(c1)NC(=O)C1CCCN21 (centres undefined),1,10
CCOC(=O)c1c(C)nc2ccccn12,0,6
COc1cc(C(=O)N(CCc2ccccc2)C2CC3CCC(C2)N3C)cc(OC)c1OC (centres undefined),-6,-1
O=C(CN1C(=O)NC2(CCCCC2)C1=O)NCCC1=CCCCC1,0,-5
O=C1C2ON(c3ccccc3)C(c3cccnc3)C2C(=O)N1c1ccccc1 (centres undefined),14,7

# Rewritten tab-delimited: five of the compounds above
Structure	PostGolgi yeast	PostGolgi ctrl
Cn1nc(C(C)(C)C)cc1C(=O)NCc1ccc(N2CCCC2=O)cc1	1	6
O=C(COC(=O)c1ccc(S(=O)(=O)NCc2ccco2)cc1)Nc1ccccc1OC(F)F	2	-9
Cc1ccc2cc3cc(C(=O)N4CCN(C(=O)c5ccco5)CC4)sc3nc2c1	0	8
CCSc1oc(-c2cccs2)nc1S(=O)(=O)c1ccccc1	-4	29
CCOc1ccc2[nH]c(=O)c(CN(CCO)C(c3nnnn3C3CCCCC3)C(C)C)cc2c1 (centres undefined)	2	7

# The results go on:
SMILES,PostGolgi yeast,PostGolgi ctrl
Cc1ccc2cc(CN(CC3CCCO3)C(=O)NC3CCCCC3)c(=O)[nH]c2c1C (centres undefined),8,2
CCN1CCCC1CNCc1ccc(Cl)cc1Cl (centres undefined),-4,-8
O=C(OCCN1CCOCC1)C(c1ccccc1)c1ccccc1,1,2
O=C(NCCc1ccccc1)c1cnc2sccn2c1=O,5,4
CC1CCCC(NC(=O)c2ccc3c(c2)N(Cc2ccccc2)C(=O)CS3=O)C1C (centres undefined),-5,2
Clc1cccc(N2CCN(CCNc3nc4ccccc4n4cnnc34)CC2)c1,5,14
CC(=O)C1=C(O)C(=O)N(Cc2ccccc2)C1c1cccs1 (centres undefined),9,-10
O=C1Nc2ccccc2C(O)(C(=O)NC2CC2)N1c1ccc(Cl)c(Cl)c1 (centres undefined),2,0
CCOC(=O)N1CCC(NC(=O)Cn2c3c(c(-c4ccccc4Cl)cc2=O)CCC3)CC1,-5,4
Cc1cc(C(=O)Nc2cc(C)n(Cc3ccc(Cl)cc3)n2)no1,-7,6
CC(C)CCCNc1nc(N2CCOCC2)nc(N2CCOCC2)n1,1,16
CCSC1=C(C#N)C(c2ccccc2C)CC(=O)N1 (centres undefined),0,6
Cc1cc(C)n2c(SCCC(C)C)nnc2n1,5,-6
CC(=O)NC(N1CCCCC1)C(F)(F)C(F)(F)C(F)(F)C(F)F (centres undefined),4,0
COc1ccccc1CNC(=O)CNCC1CCCO1 (centres undefined),5,-2
CCN=C1SC(C(=O)Nc2ccc(Cl)c(Cl)c2)CC(=O)N1CC (centres undefined),-2,5
O=C(NC1CCCc2ccccc21)C1CCC(CNc2c(N3CCOCC3)c(=O)c2=O)CC1 (centres undefined),0,5
Cc1nc2ccccn2c1/C(O)=C1\C(=O)C(=O)N(CCN2CCOCC2)C1c1cccs1 (centres undefined),-6,5
COc1ccc(S(=O)(=O)Cc2ccc(C(=O)N3CCN(Cc4ccccc4)CC3)o2)cc1,1,2
CCCN1CCN(C(=O)Cn2c(=O)oc3cc(S(=O)(=O)NCc4ccccc4)ccc32)CC1,13,6
O=C(Nc1ccc(Br)cc1Cl)c1cnccn1,-2,8
CC(C)(C#N)NC(=O)c1ccco1,-3,16
O=c1nccc(NCc2ccco2)[nH]1,1,5
CN(C)C(=O)c1ccc(NC(=O)c2cncc(Br)c2)cc1,5,18
CCCN1CCN(CCCNC(=O)Cn2cc3c(n2)CCCC3)CC1,12,-9

# Later entries
SMILES,PostGolgi yeast,PostGolgi ctrl
CNC(=O)CN1C(=O)CSc2nc(C)cc(C)c21,1,-9
Cc1ccc(NC(=O)c2cc(S(=O)(=O)N3CCOCC3)ccc2F)c(C)c1,-8,10
O=C(NCCCN1CCOCC1)NC12CC3CC(CC(C3)C1)C2,5,3
COc1ccccc1-c1nnc2sc(C3CCCCC3)nn12,7,1
CCOc1ccc(Cc2nc(-c3nonc3N)no2)cc1OCC,-5,6
OC(COc1ccc(Cl)c2ccccc12)CN1CCN(c2ccccn2)CC1 (centres undefined),-2,34*
Cc1cc(C)n(CC(=O)n2c3ccccc3c3ccccc32)n1,-6,0
CCC(Sc1nccn1C)C(=O)Nc1cccc2ccccc12 (centres undefined),3,21
CC(C(=O)N(C1CC1)C1(C(=O)Nc2ccccc2)CCCC1)N1C(=O)c2ccccc2C1=O (centres undefined),2,45*
Cc1c(Nc2ncnc3nc[nH]c23)c(=O)n(-c2ccccc2)n1C,-4,12
COc1ccc(S(=O)(=O)n2c(CCN3CCOCC3)nc3ccccc32)cc1,11,0
COc1cc2c(cc1OC)CN(Cc1ccc(OC)c(C)c1OC)CC2,-8,5
CCOCCCNC(=O)C1CCC(CNS(=O)(=O)c2cccc3nsnc23)CC1 (centres undefined),0,10
Cc1cc(-c2ccccc2)nc2cc(C(N)=O)nn12,2,-7
O=C(c1cc2c(=O)n3ccccc3nc2s1)N1CCOCC1,5,10
CCCc1n[nH]c2c1C(=O)CC(C)(C)C2,1,13
COC(=O)c1ccc(NC(=O)CN2CCN(c3ccc(Cl)cc3)CC2)cc1,44*,16
Brc1ccc2nc3c(n2c1)CCCC3,-4,5
CCCc1nc(NC(C)=O)c(C#N)c(-c2ccco2)c1CC,2,1
O=C(c1ccc2nc(N3CCCCC3)sc2c1)N1CCN(Cc2ccc3c(c2)OCO3)CC1,-8,4
O=C(NCc1ccc(F)cc1)c1noc2c1CCCCC2,-3,0
Cn1c(SCC(=O)Nc2ccc(F)cc2F)nnc1-c1cccnc1,-4,5
COC(=O)c1sc2ccccc2c1N,-1,10
C=C(C)Cn1c(CNC(C)=O)nc2ccccc21,1,4
Clc1c(-c2nnc3n2CCCCC3)sc2ccccc12,11,5

# Records above marked active in PostGolgi yeast.
smiles | PostGolgi yeast
COC(=O)c1ccc(NC(=O)CN2CCN(c3ccc(Cl)cc3)CC2)cc1 | 44*

# Further results
SMILES,PostGolgi yeast,PostGolgi ctrl
CCS(=O)(=O)N1CCC(C(=O)NCc2ccccn2)CC1,3,0
COc1ccc(S(=O)(=O)Nc2cc(C)c(O)c(S(=O)(=O)c3ccccc3)c2)cc1,-22,6
CCOc1ccc(-c2nnc(SCC(=O)N3CCN(c4ccccc4)CC3)o2)cc1,-1,8
CCCCC(=O)Nc1c(O)c2ccccc2[nH]c1=O,7,0
CCOC(=O)CSc1nnc(CNc2ccc(Cl)cc2)n1-c1ccccc1,60*,50*
O=c1[nH]nc(Cc2ccccn2)c2ccccc12,-2,8
O=C(COC(=O)c1ccc(Br)c(S(=O)(=O)N2CCOCC2)c1)NCC1CCCO1 (centres undefined),9,1
CC1CCN(C(=O)CSCC(=O)Nc2nc(-c3cccs3)cs2)CC1,-1,65*
c1ccc(-n2cnnc2SCc2cn3ccccc3n2)cc1,-7,9
CCOC(=O)C1CCN(C(C(=O)NC2CCCCC2)c2ccc(OC)cc2)CC1 (centres undefined),9,9
COc1cc(S(=O)(=O)N(Cc2ccc(C)cc2)C2CCCCC2)ccc1-n1cnnn1,0,16
COc1ccc(NC(=O)c2ccco2)cc1NC(=O)c1ccco1,-3,3
C=C(C)CSc1nnc2n(C)c(=O)c3c4c(sc3n12)CCC4,-4,19
CN1CCN(CCCCOc2ccc(F)cc2)CC1,3,4
OCCOCCNc1ncnc2nc[nH]c12,12,13
CCOC(=O)N1CCC(N2Cc3cccc(C(=O)NCc4ccccc4OC)c3C2=O)CC1,2,22
Cc1ccc(NCc2nnc(SCC(=O)Nc3cccc(O)c3)n2CC2CCCO2)c(C)c1 (centres undefined),4,5
COc1ccc(N2CCN(c3cc(=O)n(Cc4ccc(F)cc4)c(=O)[nH]3)CC2)cc1,-11,8
CCOC(=O)c1ccc(NC(=O)C(CC)(CC)C(=O)OCC)cc1,-7,20
CCOC(=O)c1c(NC(=O)CSc2nnnn2C)sc(C)c1-c1ccc(C)cc1,10,27
Cc1ccc(S(=O)(=O)N2CCN(C(=O)c3c(C)nn(-c4ccccc4)c3Cl)CC2)cc1,10,20
Cc1cc(C)n2c(SCC#N)nnc2n1,-1,9
COC(=O)c1c(N)n(-c2ccc(NC(C)=O)cc2)c2nc3ccccc3nc12,10,2
O=c1/c(=C/c2ccco2)sc2nc(-c3ccccc3Br)nn12,4,1
O=C(NCc1ccccc1)N(Cc1cc2cc3c(cc2[nH]c1=O)OCO3)CC1CCCO1 (centres undefined),6,-8

# Additional results:
SMILES,PostGolgi yeast,PostGolgi ctrl
O=S(=O)(c1ccc(Cl)s1)N1CCN(Cc2ccccc2)CC1,-5,5
CC(=O)c1cccc(NC(=O)CCS(=O)(=O)c2cccc3nonc23)c1,15,11
CCCn1c(CN2CCCCC2C)nc2c1c(=O)n(C)c(=O)n2C (centres undefined),-4,37*
O=C(O)c1ccc2nc(C(F)(F)F)[nH]c2c1,13,-7
CCS(=O)(=O)c1ccc(O)c(NC(=O)c2cc(OC)c(OC)c(OC)c2)c1,1,-3
COc1ccccc1-n1c(=S)sc2c(=O)n(Cc3ccco3)c(SC)nc21,0,45*
O=C(c1cc(Cl)ccc1Cl)N1CCOCC1,1,12
O=C1CC(=O)CC(c2ccccc2Cl)C1,5,1
O=C(NCc1ccc(F)cc1)N[C@@H](Cc1ccccc1)C(=O)O,5,15
CCOC(=O)c1ccc(NC(=O)NCCN2CCCCC2)cc1,20,-2
CC(=O)N1CCN(CC(=O)Nc2c(Cl)cc(Cl)cc2Cl)CC1,4,9
O=C(O)c1ccc(-n2cccc2)cc1O,8,-3
Cc1ncc(CO)c2cc(S(=O)(=O)c3ccc(F)cc3)c(=O)oc12,8,-1
CCOC(=O)c1c(C)[nH]c(NC(=O)N2CCOCC2)c1C,3,1
CCOC(=O)c1cc2c(ccn2C)n1CC(=O)N1CCC(Cc2ccccc2)CC1,18,27
COc1cc2nc(C3CCC3)n(NC(=O)C(OC(C)=O)c3ccccc3)c(=O)c2cc1OC (centres undefined),2,16
Cc1cc(Nc2ccccc2F)n2ncnc2n1,-3,-8
O=C(C1COc2ccccc2O1)N1CCN(Cc2ccc3c(c2)OCO3)CC1 (centres undefined),65*,28
O=C(c1cnc2ccccn2c1=O)N1CCc2ccccc21,16,5
CCOc1cccc(OCCOCCN2CCCC2)c1,2,9
CC1(C)Cc2nc(-c3ccccc3)n3cnnc3c2CO1,2,1
OC(COc1cccc2ccccc12)CN1CCN(c2ccccn2)CC1 (centres undefined),3,-6
O=C(CCCCn1c(=O)[nH]c2ccsc2c1=O)NCC1CCCO1 (centres undefined),-6,-4
CCC(=O)Nc1ccc(C(=O)Cn2nc(C(=O)O)c3ccccc3c2=O)cc1,-4,9
COc1ccc(NC(=O)c2cc3ccccc3o2)cc1,5,8

# Entries of single compounds as entered above. Order of values: PostGolgi yeast | PostGolgi ctrl
# CCOC(=O)c1c(C)[nH]c(NC(=O)N2CCOCC2)c1C is entered as 3 | 1
# O=C(O)c1ccc2nc(C(F)(F)F)[nH]c2c1 is entered as 13 | -7

# Laid out differently: entries from further up.
# Order of values: PostGolgi yeast, PostGolgi ctrl
O=C(C1COc2ccccc2O1)N1CCN(Cc2ccc3c(c2)OCO3)CC1 (centres undefined)
→ 65*, 28
O=C(c1cnc2ccccn2c1=O)N1CCc2ccccc21
→ 16, 5
CCOc1cccc(OCCOCCN2CCCC2)c1
→ 2, 9
CC1(C)Cc2nc(-c3ccccc3)n3cnnc3c2CO1
→ 2, 1
OC(COc1cccc2ccccc12)CN1CCN(c2ccccn2)CC1 (centres undefined)
→ 3, -6

# Next part
SMILES,PostGolgi yeast,PostGolgi ctrl
COc1ccc(C(c2nnnn2C(C)(C)C)N2CCN(C)CC2)cc1OC (centres undefined),1,-1
Cc1ccc2nsnc2c1S(=O)(=O)N1CCN(C(=O)C2CCCO2)CC1 (centres undefined),11,-2
COC(=O)c1cc(OC)c(OC)cc1N,6,11
COc1ccc(NC(=O)CNS(=O)(=O)c2cccs2)cc1,-2,24
Cc1ccc(C)c(N(C)S(=O)(=O)c2cccc3nsnc23)c1,-4,10
C(=N\c1nc2ccccc2[nH]1)/c1cccs1,-10,8
CCc1ccc(N(CC(=O)O)S(=O)(=O)c2c(C)noc2C)cc1,2,8
CCOC(=O)c1cnc(-n2nc(C)cc2C)nc1-n1nc(C)cc1C,-3,4
Cc1cc(Cl)cc(C)c1OCC(=O)O,-4,-8
